# GLD-1 TGE inh = GLD-1-TGE RNA interaction inhibition (C. elegans); Q17339; hit rate 0.44% among 320,000; purified GLD-1 + fluorescein TGE RNA, fluorescence polarization; inhibition, % at 5.96 µM;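 active means percent inhibition above a per-plate cutoff, the plate mean of test compounds plus 3 SD, cut at about 30% in these data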;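 further: 0% = DMSO wells with GLD-1 and probe and 100% = wells lacking GLD-1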
# AGP1 TOR yeast = modulators of TOR pathway AGP1-GFP in S. cerevisiae; hit rate 0.02% among 320,000; S. cerevisiae AGP1-GFP multiplex flow cytometry, 3 h; GFP as percent of DMSO wells; GFP response vs DMSO, % at 10 µM; AID 2066;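 active means GFP response relative to DMSO above a set limit, near screen average plus 3 SD, cut at about 150% in these data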;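 further: median GFP channel fluorescence of the gated AGP1 strain per well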
# GRK2 inh = human GRK2 inhibition via aptamer displacement. bead flow cytometry, FAM-aptamer displacement from GRK2. P25098. hit rate 0.59% among 330,000. AID 488847. inhibition of aptamer binding, % at 10 µM;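 active means inhibition of aptamer binding above 40%, roughly 3 SD of noise, on plates passing a quality check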;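 further: median bead fluorescence of bound FAM aptamer so fluorescent compounds give negative values; no value below 0 was filed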
# Target sequence (P25098 whole entry, looked up): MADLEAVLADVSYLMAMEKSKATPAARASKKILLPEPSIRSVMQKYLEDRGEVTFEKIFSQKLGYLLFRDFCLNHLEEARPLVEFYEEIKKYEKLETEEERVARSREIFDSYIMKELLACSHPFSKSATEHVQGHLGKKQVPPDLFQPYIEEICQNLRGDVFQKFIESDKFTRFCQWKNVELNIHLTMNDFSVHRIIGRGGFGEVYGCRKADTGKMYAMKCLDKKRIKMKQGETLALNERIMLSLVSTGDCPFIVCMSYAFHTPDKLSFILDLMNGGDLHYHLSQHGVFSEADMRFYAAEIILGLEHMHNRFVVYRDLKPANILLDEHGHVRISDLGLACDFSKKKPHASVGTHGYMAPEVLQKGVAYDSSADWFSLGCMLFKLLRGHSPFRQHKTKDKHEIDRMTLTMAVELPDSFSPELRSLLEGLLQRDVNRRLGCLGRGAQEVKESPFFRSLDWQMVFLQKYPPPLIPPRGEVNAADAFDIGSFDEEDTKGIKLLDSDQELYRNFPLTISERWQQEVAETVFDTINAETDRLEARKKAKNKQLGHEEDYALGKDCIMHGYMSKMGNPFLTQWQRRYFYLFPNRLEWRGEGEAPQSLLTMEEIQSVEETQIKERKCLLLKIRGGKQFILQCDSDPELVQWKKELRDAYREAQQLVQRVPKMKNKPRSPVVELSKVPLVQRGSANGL
# MEX-5 binding = C. elegans MEX-5 TCR-2 RNA binding activity; MEX-5/FITC-TCR2 RNA binding, fluorescence polarization; hits give low values; activity score (negative = inhibition of binding), % at 10 µM; hit rate 0.38% among 300,000;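 active means inhibition past about -25% in most replicates, and total fluorescence under double the plate's negative control median, limit read from the data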;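 further: 0% = DMSO and -100% = 5 µM competing unlabeled TCR2 RNA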
# BCLXL inh = inhibitors of human Bcl-xL; Q07817; GST-Bcl-xL / FITC-Bim BH3 peptide fluorescence polarization; hit rate 0.7% among 320,000; inhibition, % at 10.9 µM;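 active means inhibition above the mean of all tested compounds plus 3 SD, cutoff set per campaign, cut at about 30% in these data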;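 further: 0% = DMSO wells and 100% = unlabeled Bim-BH3 peptide competitor; inhibitors lower millipolarization by displacing the labeled peptide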
# VLA-4 inh = inhibition in a human VLA-4 binding assay. P13612. VLA-4 expressing cells, ligand binding flow cytometry. inhibition, % (about 7 µM as worked out from the volumes in the protocol). hit rate 0.2% among 330,000; in the data active means inhibition above about 50%
# Fam108B inh = blocks mouse Fam108B hydrolase in RBBP9 counter-screen. recombinant Fam108B, FP-Rh probe fluorescence polarization. inhibition, % at 9.51 µM. hit rate 0.33% among 300,000. AID 1947;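 active means inhibition above the screen mean inhibition plus 3 SD, computed separately per campaign, cut at about 18% in these data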;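 further: inhibitors lower polarization as less probe binds the enzyme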
# CIT2 TOR yeast = yeast TOR pathway CIT2-GFP modulation; AID 2029; GFP response vs DMSO, % at 10 µM; hit rate 0.065% among 320,000; S. cerevisiae CIT2-GFP strain, flow cytometry, 3 h; 100 means same as DMSO wells;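 active means GFP response relative to DMSO above a set limit, near the screen mean plus 3 SD, cut at about 150% in these data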;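 further: ratio of well median GFP fluorescence to mean of DMSO wells on the plate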
# MCL1 BIM primary = inhibitors of human MCL1 binding to BIM-BH3 peptide | Q07820 | GST-MCL1 / FITC-Bim-BH3 fluorescence polarization | inhibition, % at 10.9 µM | hit rate 0.68% among 320,000 | AID 2057;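 active means inhibition above the mean inhibition of all tested compounds plus 3 SD, set per campaign, cut at about 40% in these data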;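 further: 0% = DMSO wells and 100% = unlabeled Bim-BH3 peptide control; higher means more loss of mP so more displacement of Bim peptide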
# Target sequence (Q07820 whole entry, looked up): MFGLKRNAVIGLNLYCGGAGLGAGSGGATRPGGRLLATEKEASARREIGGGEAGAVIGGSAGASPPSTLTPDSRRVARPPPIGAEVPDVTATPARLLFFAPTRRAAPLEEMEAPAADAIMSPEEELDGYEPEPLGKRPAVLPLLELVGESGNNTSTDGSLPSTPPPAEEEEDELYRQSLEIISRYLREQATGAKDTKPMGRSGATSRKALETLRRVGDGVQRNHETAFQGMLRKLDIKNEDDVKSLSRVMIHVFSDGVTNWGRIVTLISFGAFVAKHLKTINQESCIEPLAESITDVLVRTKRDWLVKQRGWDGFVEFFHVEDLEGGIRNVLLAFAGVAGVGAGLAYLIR
# Active calls of the source: *; nt = not tested or not shown.
SMILES,GLD-1 TGE inh,AGP1 TOR yeast,GRK2 inh,MEX-5 binding,BCLXL inh,VLA-4 inh,Fam108B inh,CIT2 TOR yeast,MCL1 BIM primary
COc1cccc(N(CC(=O)NCCSCc2ccc(C)cc2)S(C)(=O)=O)c1,nt,101,0,0.3,nt,1,nt,102,nt
CC(CC(=O)Nc1ccc2c(c1)OCO2)c1ccccc1 (centres undefined),0,103,0,0.3,2,2,3,106,9
Fc1ccc(NC2=NCCCCC2)cc1,1,106,1,-3.8,6,7,-1,94,4
O=C(CSc1nnc(COc2ccc(Cl)cc2)o1)N1CCCCC1,2,94,0,0.2,0,12,-2,104,-4
CCCn1c(NCc2cccc(OC)c2O)nc2ccccc21,-2,105,0,1.6,10,-15,-1,107,14
O=c1nc2ccc(Cl)cn2c2ccc(S(=O)(=O)N3CCCCC3)cc12,-3,104,2,0.5,5,5,0,100,0
CCCc1ccc(NC(=O)C2CCCN(c3cnccn3)C2)cc1 (centres undefined),0,101,0,-0.2,-2,-15,-1,111,3
O=C(CCNS(=O)(=O)c1ccc(Cl)cc1)N1CCN(c2ccccn2)CC1,8,106,0,-0.5,6,-2,0,106,1
COc1ccc(C(CNC(=O)c2cc(SC)ccc2Cl)N(C)C)cc1 (centres undefined),3,110,0,0.4,-1,-1,1,107,-3
Cc1ccc(S(=O)(=O)N2CCN(C(C)C)CC2)cc1,-2,97,3,-2.5,5,1,-2,102,8
Cc1c(NC(=O)c2cnn3c2NC(c2ccco2)CC3C(F)(F)F)c(=O)n(-c2ccccc2)n1C (centres undefined),0,69,2,-1.3,3,1,-9,82,0
O=C(NCCc1ccccc1)c1coc(=O)c(Br)c1,nt,97,0,0.3,nt,25,nt,93,nt
CCCCOC(=O)Nc1ccc(C(C)C)cc1,0,100,3,-0.3,12,0,4,91,8
CC(NC(=O)c1cc2c(=O)n(C)c3ccccc3c2n1C)c1ccc2c(c1)OCCO2 (centres undefined),3,108,0,-2.8,1,-23,3,107,-8
Fc1ccc(Oc2cc(N3CCOCC3)nc(-c3ccccc3)n2)c(F)c1,15,101,0,1.5,2,9,-2,91,2
O=Cc1ccccc1OCc1nnsc1Cl,0,107,0,3.7,6,17,3,96,4
CCNC(=S)N(Cc1ccc(OC)cc1)C1CC(=O)N(c2ccc(OCC)cc2)C1=O (centres undefined),3,100,2,0.9,3,-7,4,108,12
Cc1sc2ncn(CC(=O)NCc3ccco3)c(=O)c2c1-c1ccccc1,0,107,2,0.3,4,1,2,119,-3
O=C(N/N=C/c1cccnc1)c1cc(-c2ccccc2OCc2ccccc2)n[nH]1,-1,96,1,2.5,0,7,0,95,5
COCCOC(=O)C1=C(C)OC(N)=C(C#N)C1c1ccco1 (centres undefined),9,106,0,1.6,4,-2,1,102,4

# Compounds from the list above that contain fluorine (three):
SMILES,GLD-1 TGE inh,AGP1 TOR yeast,GRK2 inh,MEX-5 binding,BCLXL inh,VLA-4 inh,Fam108B inh,CIT2 TOR yeast,MCL1 BIM primary
Fc1ccc(NC2=NCCCCC2)cc1,1,106,1,-3.8,6,7,-1,94,4
Cc1c(NC(=O)c2cnn3c2NC(c2ccco2)CC3C(F)(F)F)c(=O)n(-c2ccccc2)n1C (centres undefined),0,69,2,-1.3,3,1,-9,82,0
Fc1ccc(Oc2cc(N3CCOCC3)nc(-c3ccccc3)n2)c(F)c1,15,101,0,1.5,2,9,-2,91,2

# (list continues)
SMILES,GLD-1 TGE inh,AGP1 TOR yeast,GRK2 inh,MEX-5 binding,BCLXL inh,VLA-4 inh,Fam108B inh,CIT2 TOR yeast,MCL1 BIM primary
COc1ccc(NC(C)=O)cc1CNC(=O)COc1c(C)c(C)cc(C)c1C,4,89,2,-0.9,6,11,-1,90,-3
NC(=O)c1coc(-c2ccccc2)n1,-6,88,8,0.9,1,-2,2,87,1
COc1cccc(N(CC(=O)NC2CCCCCC2)S(=O)(=O)c2ccccc2)c1,6,100,1,0.4,7,1,4,103,5
Cc1cc(OCC(=O)NCCCN2CCOCC2)c2c(C)cc(=O)oc2c1,2,107,0,-0.2,8,6,-2,104,6
COc1ccc(/C(O)=C2/C(=O)C(=O)N(CCCC(=O)O)C2c2ccc(OC)c(OC)c2)cc1 (centres undefined),9,95,0,-1.2,17,5,0,94,5
Cn1cc(Cl)c(/C=C(\C#N)S(=O)(=O)c2ccccc2)n1,4,93,0,2.7,6,-6,0,82,9
CCCc1[nH]nc2c1C(CCc1ccccc1)C(C#N)=C(N)O2 (centres undefined),2,99,1,nt,3,16,-2,96,5
CN1CCN(c2ccccc2NC(=O)Cn2ncc3c([nH]c4ccccc43)c2=O)CC1,4,104,0,-1.0,4,15,1,111,11
O=C(Oc1nsnc1N1CCCCC1)N1CCOCC1,-7,89,0,0.3,4,6,0,89,0
Cc1noc(C)c1CSc1nc2ccccc2n1C,-5,96,0,1.4,4,2,3,93,-1
Cc1ccc(CNC(=O)C2CCC(=O)N2CCc2ccccc2)cc1 (centres undefined),8,103,0,-2.7,2,3,-1,111,-1
Cc1cccc(Nc2nc(N)nc(CN3CCN(Cc4ccc5c(c4)OCO5)CC3)n2)c1,4,105,0,-0.7,5,-15,-1,109,11
Cc1cc(C)n(C(=O)CSc2ccc(Cl)cc2)n1,4,114,0,-1.4,-1,7,3,121,-2
CCCCNC(=O)c1cc2cccc([N+](=O)[O-])c2[nH]1,4,100,0,2.0,6,6,3,91,5
COc1cc(/C=C/C(=O)Nc2ccncc2)cc(OC)c1OC,5,nt,0,0.3,6,-15,2,nt,14
O=C1NC(c2ccccc2)=C(c2ccc3ccccc3n2)C(c2ccccc2)N1 (centres undefined),5,96,4,2.1,1,-2,3,109,-6
Cc1cccc(NC(=O)CCN2CCC(C)CC2)c1,9,102,0,2.0,0,25,1,107,-6
CCOC(=O)c1cnc2c(N=Nc3ccccc3)c(N)nn2c1N,-3,95,0,-6.9,0,7,6,101,-1
COc1ccc(CNC(=O)COC(=O)C2(C)CC2(Cl)Cl)cc1 (centres undefined),2,100,0,nt,nt,-1,nt,99,nt
CCCn1nnc(NC(=O)c2ccc3ccccc3c2)n1,-3,83,1,1.2,-2,2,-2,93,-3
Cc1[nH]c2ccccc2c1/C=N/NC(=O)CNC(=O)c1ccco1,0,111,1,0.1,2,13,0,99,7
CCN(C(=O)CSc1nccn1C)c1cccc2ccccc12,-1,90,4,nt,1,-4,nt,87,-2
CCCOC(=O)/C=C/c1c(C)[nH]c(=O)[nH]c1=O,2,94,0,-1.4,-8,-3,1,95,-8
Cc1ccc(C(=O)Nc2ccccc2N2CCN(C(=O)C(C)C)CC2)cc1C,2,102,0,-3.2,6,-4,-1,104,3
COc1ccc(C2CC(=O)Oc3c(C(CCN4CCCC(C)C4)c4ccc(N(C)C)cc4)c(OC)cc(OC)c32)cc1 (centres undefined),1,88,0,-0.1,6,4,4,86,1
CC(C(=O)Nc1ccccc1Sc1ccccc1)N(c1ccccc1)S(C)(=O)=O (centres undefined),3,97,1,-1.6,6,-14,-2,99,-10
COc1ccc(N2CCN(C(=O)COC(=O)c3oc4ccc(OC)cc4c3C)CC2)cc1,4,111,1,0.7,4,2,5,105,-3
CCCCOC(=O)c1ccc(NC(=O)COC(=O)C2CSC3(C)CCC(=O)N23)cc1 (centres undefined),-2,99,0,-1.3,6,0,-2,95,4
CSc1cccc(NC(=O)Cn2cccc2)c1,-1,100,3,-1.2,0,4,1,108,-3
O=C(c1ccc2ccccc2n1)N1CCN(c2ccccc2O)CC1,2,97,0,1.0,5,5,1,93,10
COc1cc(CO)ccc1OCC(=O)Nc1cccc2ccccc12,1,101,4,-0.1,3,-1,-1,102,5
CC(C)CC(=O)NC(=S)Nc1ccc(CN2CCOCC2)cc1,-2,102,3,-1.6,2,-20,6,84,7
O=C(c1ccco1)N1CCN(c2c(-c3ccccc3)c3cc(Cl)ccc3[nH]c2=O)CC1,-6,106,0,-0.7,3,11,2,105,1
CN(C(=O)COC(=O)c1cc(S(=O)(=O)N(C)C)ccc1Cl)C1CCS(=O)(=O)C1 (centres undefined),4,109,1,0.2,-9,7,-1,108,-12
O=C(Cc1cccs1)N/N=C/c1ccc(OCc2ccccc2)cc1,-2,93,4,-0.2,-2,-7,-5,94,-2
CCN(CC)c1ccc(/C=N/NC(=O)c2ccoc2C)cc1,-1,97,2,0.6,-1,9,2,92,-6
O=C(CO)N/N=C/c1ccccc1F,6,101,0,0.4,-3,-6,-2,96,1
CC(NC(=O)c1cc(F)c(F)cc1Cl)C1CC2CCC1C2 (centres undefined),0,94,4,1.1,41*,2,-1,94,39
Cc1c(NC(=O)c2n[nH]c(=O)c3ccccc23)c(=O)n(-c2ccccc2)n1C,6,109,81*,1.4,7,-4,2,111,9
Cc1nn(CC(=O)N2CCN(c3cccc(C(F)(F)F)c3)CC2)c(=O)c2cccn12,16,91,2,-0.8,2,22,2,100,-2

# Shown as a hit in GRK2 inh, of those listed so far:
structure	GLD-1 TGE inh	AGP1 TOR yeast	GRK2 inh	MEX-5 binding	BCLXL inh	VLA-4 inh	CIT2 TOR yeast	MCL1 BIM primary
Cc1c(NC(=O)c2n[nH]c(=O)c3ccccc23)c(=O)n(-c2ccccc2)n1C	6	109	81*	1.4	7	-4	111	9

# (further entries)
SMILES,GLD-1 TGE inh,AGP1 TOR yeast,GRK2 inh,MEX-5 binding,BCLXL inh,VLA-4 inh,Fam108B inh,CIT2 TOR yeast,MCL1 BIM primary
Cc1ccc(-c2nnc(SCC(=O)CC(=O)Nc3ccccc3)n2C)cc1,-5,105,8,2.8,-1,-3,4,98,4
C=CCNC(=S)NNC(=O)c1ccc(Br)cc1,6,94,27,0.6,3,9,3,97,7
COc1ccc(CN(Cc2cc3cccc(C)c3n3nnnc23)C(=O)N2CCOCC2)cc1,-9,107,1,0.9,10,10,-4,95,7
CC(=O)c1ccc(NS(=O)(=O)c2ccc3c(c2)N(C(C)=O)CCO3)cc1,-8,102,2,1.9,4,-2,-2,99,2
CN1C(=O)/C(=C/c2ccc3c(c2)OCO3)N=C1c1ccccc1,-1,87,1,-33*,4,11,-2,90,4
COc1ccc(OC)c(Nc2nc(NCCO)c3ccccc3n2)c1,2,101,1,0.8,4,7,2,103,6
O=[N+]([O-])c1ccn(-c2nc(-c3ccccc3)cc(C(F)(F)F)n2)n1,2,98,2,2.5,10,0,0,91,-1
C/C(=N\NS(C)(=O)=O)c1ccccc1,4,104,0,1.9,2,-3,0,104,6
O=C1[C@@H]2Cc3ccccc3CN2C(=O)N1c1cccc(F)c1,-1,81,0,-4.4,1,16,2,85,0
O=C(NNC(=S)Nc1ccc(F)c(Cl)c1)c1ccccc1Br,7,95,7,1.0,2,-9,1,115,7
CCN(CC)C(=O)CSc1nc2c(sc(=S)n2-c2ccccc2)c(=O)[nH]1,-1,98,3,0.3,4,21,-2,97,2
COc1ccc(C2C(C(=O)Nc3cccnc3)=C(C)Nc3nc(-c4cccs4)nn32)cc1OC (centres undefined),2,103,0,1.2,-3,-3,2,103,-2
Cc1cc(C(F)F)n2nc(C(=O)Nc3ccc(S(=O)(=O)N4CCCC4)cc3)nc2n1,7,107,0,1.3,-1,-6,5,102,4
CCOC(=O)c1nn(-c2ccccc2)c(=O)c2c(N)scc12,7,86,4,nt,4,5,3,91,9
Cn1nc(C(=O)Nc2ccc3c(c2)OCCO3)cc1C(=O)O,-3,102,0,0.5,4,5,2,97,6
CC(C)N1CCN(Cc2cccc(-n3cccn3)c2)CC1CCO (centres undefined),8,104,4,0.9,-3,4,-3,96,1
COc1ccc(-c2noc3c2-c2nc(-c4ccc(Br)cc4)sc2CC3)cc1,1,nt,nt,1.2,6,nt,0,nt,2
COc1ccccc1/C=C1\Cc2ccccc2C1=O,nt,86,0,4.3,nt,17,nt,88,nt
O=S1(=O)CCOCCCN1Cc1ccccc1Br,-3,95,1,0.0,3,0,0,85,-1

# Source: PubChem BioAssay
